# hDAT+cocaine = changed hDAT dopamine uptake under cocaine IC80, either direction, primary screen, cocaine antagonist project, cell-based, LLC-PK1 hDAT, [14C]-dopamine uptake, MLSMR. hit rate 1.3% among 110,000. AID 449768, 2010. Sodium-dependent dopamine transporter (Homo sapiens), Q01959. LLC-PK1 hDAT cells, [14C]-dopamine uptake with cocaine IC80; actives deviate in either direction. B-score at 10 µM;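 active = Z score or B-score, a plate-position-corrected score, falls beyond the plate's 99.7% confidence bounds, in either direction; inactive = both scores lie inside the 99.7% bounds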;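 note: scored against the spread of the other compound wells on the same plate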
# Target sequence (Q01959 whole entry, looked up): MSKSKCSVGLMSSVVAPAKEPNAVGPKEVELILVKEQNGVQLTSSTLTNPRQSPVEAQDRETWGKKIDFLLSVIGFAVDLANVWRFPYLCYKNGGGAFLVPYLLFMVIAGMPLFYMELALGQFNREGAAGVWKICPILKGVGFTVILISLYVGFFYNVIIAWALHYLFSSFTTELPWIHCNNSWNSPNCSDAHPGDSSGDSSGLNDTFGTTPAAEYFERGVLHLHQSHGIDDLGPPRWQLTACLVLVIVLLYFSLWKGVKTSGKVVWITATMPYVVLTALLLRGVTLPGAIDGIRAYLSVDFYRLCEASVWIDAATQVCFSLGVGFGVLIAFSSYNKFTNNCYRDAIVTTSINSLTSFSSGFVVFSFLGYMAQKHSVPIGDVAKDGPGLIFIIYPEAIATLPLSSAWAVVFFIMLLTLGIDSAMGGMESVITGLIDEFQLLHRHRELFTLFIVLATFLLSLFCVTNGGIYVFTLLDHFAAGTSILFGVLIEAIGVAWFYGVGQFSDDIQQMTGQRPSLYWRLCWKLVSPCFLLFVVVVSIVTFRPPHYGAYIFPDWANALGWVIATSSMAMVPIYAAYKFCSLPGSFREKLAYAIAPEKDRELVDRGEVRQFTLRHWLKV
# PostGolgi ctrl = growth inhibition of yeast control strain, primary screen, counter-screen for post-Golgi transport modulator project. efflux-deficient yeast background strain, growth absorbance A615, 16 h. inhibition, % at 10 µM. hit rate 5% among 98,000. AID 738, 2007
# CYP2C9 act = human CYP2C9 activators, primary screen, biochemical, luminescence. activation factor at 5 µM. hit rate 1.4% among 96,000. Cytochrome P450 2C9 (Homo sapiens), P11712. recombinant CYP2C9, luciferin-H conversion; active compounds read high; factor 1 = untreated enzyme, 0 = blocked;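 active = activation factor of 2 or more for CYP2C9 at a 5 µM dose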;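 note: 0 = sulfaphenazole-blocked wells and 1 = vehicle-only wells; values of inactives mirror those of a sister screen read the other way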
# Target sequence (P11712 whole entry, looked up): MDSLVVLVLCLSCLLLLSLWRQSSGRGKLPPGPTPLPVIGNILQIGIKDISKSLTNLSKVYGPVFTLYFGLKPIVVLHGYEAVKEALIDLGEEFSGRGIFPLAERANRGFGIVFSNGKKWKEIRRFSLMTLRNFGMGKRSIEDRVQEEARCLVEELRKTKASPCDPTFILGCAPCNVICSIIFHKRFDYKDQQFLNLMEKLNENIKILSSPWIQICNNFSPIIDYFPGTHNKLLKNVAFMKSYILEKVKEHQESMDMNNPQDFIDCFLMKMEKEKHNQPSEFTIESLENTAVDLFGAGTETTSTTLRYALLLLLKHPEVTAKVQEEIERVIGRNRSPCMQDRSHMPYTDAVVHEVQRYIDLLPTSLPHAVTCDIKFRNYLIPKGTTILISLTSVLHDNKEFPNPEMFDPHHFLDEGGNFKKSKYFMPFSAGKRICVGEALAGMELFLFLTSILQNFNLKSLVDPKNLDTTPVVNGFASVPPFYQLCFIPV
# PTK2B oligo ant = antagonists of Pyk2 self-association, primary screen, Q293 cells, FERM NanoBiT luminescence, HTS; active compounds read low; AID 1347419, 2020; Protein-tyrosine kinase 2-beta (Homo sapiens), Q14289; hit rate 0.83% among 99,000; z-score (the deposit names both 25 µM and 10 µM);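 active = Z-score of -3 or lower, scaled per plate to the spread of control and sample wells; inactive = z-score above -3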;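 note: negative z-score means lost luminescence so less FERM oligomerization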
# PTPN22 act = LYP phosphatase activators, primary screen, biochemical, DiFMUP fluorescence, 2 µM. Tyrosine-protein phosphatase non-receptor type 22 (Homo sapiens), Q9Y2R2. recombinant LYP; 0 = plate median, 100 = signal doubled. activation, % at 2 µM. hit rate 0.11% among 96,000. AID 697, 2007;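 active = activation at 2 µM above a set limit, the mean plus 5 SD, cut at about 37% in these data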
# CYP2C9 inh = blockers of cytochrome P450 2C9 activity – biochemical, luminescence, ADME assay, primary screen. P11712. CYP2C9 Supersomes, luciferin-H conversion. inhibition, % at 5 µM. hit rate 20% among 96,000. AID 777, 2007;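 active = blocking of liver enzyme CYP2C9 beyond about 50% at 5 µM, limit read from the data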; note: values of inactives mirror those of a sister screen read the other way
# LYP inh 2 = PTPN22 phosphatase inhibitors, primary screen, biochemical, DiFMUP fluorescence, 2 µM. recombinant LYP catalytic domain. inhibition, % at 2 µM. hit rate 0.21% among 96,000. AID 640, 2007;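 active = inhibition at 2 µM at or above a set limit, the screen mean plus 3 SD, cut at about 24% in these data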;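 note: 0% = DMSO with enzyme and 100% = enzyme fully blocked by orthovanadate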
# PostGolgi yeast = phenotypic screen on post-Golgi transport, primary screen | post-Golgi transport phenotypic cell assay | inhibition, % at 10 µM | hit rate 0.9% among 98,000 | AID 739, 2007;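 note: yeast cells grown in 1536-well plates; yeast grown about 18 h at 30C before absorbance read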
# Ecoli WT expand = growth inhibitors of wild-type E. coli, primary screen, strain BW25113, expanded library, OD600. OD600 absorbance. growth inhibition, % at 100 µM. hit rate 0.15% among 98,000;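 active = growth inhibition above about 50% at one test dose, limit read from the data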;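 note: growth measured after 20 h incubation at 37 °C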
# The depositor's hits bear a star; . = no result given. Cut-off read from the data, not from the text of the source, unless noted: active = inhibition above about 30%; inactive = the rest.
molecule	hDAT+cocaine	PostGolgi ctrl	CYP2C9 act	PTK2B oligo ant	PTPN22 act	CYP2C9 inh	LYP inh 2	PostGolgi yeast	Ecoli WT expand
Cc1ccc(C(=O)Nc2cc(Cl)ccc2OC(=O)c2ccc(C)cc2)cc1	.	-4.4	0.9	.	-9.8	14.2	14.5	-7.3	-5.0
O=C(N1CCOCC1)N(Cc1ccco1)CC1CCCO1 (centres undefined)	-0.109	2.5	0.9	0.57	-0.3	9.0	-0.1	-6.5	-3.0
CN(NC(=O)c1ccc(Cl)cc1)c1nc(-c2ccccc2)nnc1C(F)(F)F	.	18.8	0.9	-1.2	4.0	14.2	-1.6	2.3	-7.0
CN(CC(=O)OCC(=O)Nc1ccccc1)S(=O)(=O)c1ccc(Cl)cc1	0.00481	2.4	0.5	0.36	-4.2	48.6	6.5	-2.3	-2.0
O=c1oc2c(CN3CCOCC3)c(O)ccc2c2c1CCC2	-0.0551	0.8	0.9	-0.35	-0.9	14.9	-1.9	2.3	5.0
CC(C)CN(CC(C)C)C1=N/C(=C\c2ccco2)C(=O)N1c1ccccc1	-1.14	4.1	1	0.87	5.1	1.8	0.4	-0.3	-7.0
COc1cc(C)c(N(C(C)=O)c2ccccc2)c(C)c1	0.493	-3.5	0.7	0.28	-2.1	31.0	0.2	18.5	2.0
COc1cc(C2C(C#N)=C(N)N(c3sc4c(c3C#N)CCCC4)C3=C2C(=O)CC(C)(C)C3)cc(OC)c1OC (centres undefined)	-0.307	8.7	0.8	0.47	-8.1	18.0	10.8	-3.8	-11.0
O=C(CSc1nnc(-c2cccnc2)n1Cc1ccco1)c1ccc(Cl)c(Cl)c1	-0.817	0.3	0.2	1.42	-2.1	81.6*	-0.1	1.2	-4.0
CC(=O)Nc1cc(NC(C)=O)cc(C(=O)OCC(=O)N2CC(C)OC(C)C2)c1 (centres undefined)	-0.0196	6.0	0.9	-0.39	-1.6	6.1	-3.0	-1.7	1.0

# Profiles from above.
# CC(=O)Nc1cc(NC(C)=O)cc(C(=O)OCC(=O)N2CC(C)OC(C)C2)c1 (centres undefined) is listed with hDAT+cocaine = -0.0196; PostGolgi ctrl = 6.0; CYP2C9 act = 0.9; PTK2B oligo ant = -0.39; PTPN22 act = -1.6; CYP2C9 inh = 6.1; LYP inh 2 = -3.0; PostGolgi yeast = -1.7; Ecoli WT expand = 1.0
# COc1cc(C2C(C#N)=C(N)N(c3sc4c(c3C#N)CCCC4)C3=C2C(=O)CC(C)(C)C3)cc(OC)c1OC (centres undefined) is listed with hDAT+cocaine = -0.307; PostGolgi ctrl = 8.7; CYP2C9 act = 0.8; PTK2B oligo ant = 0.47; PTPN22 act = -8.1; CYP2C9 inh = 18.0; LYP inh 2 = 10.8; PostGolgi yeast = -3.8; Ecoli WT expand = -11.0

# (next part)
molecule	hDAT+cocaine	PostGolgi ctrl	CYP2C9 act	PTK2B oligo ant	PTPN22 act	CYP2C9 inh	LYP inh 2	PostGolgi yeast	Ecoli WT expand
CCCn1nc2cc(C(=O)N(CC)c3ccc(OC)cc3)ccc2c1OCC	0.463	12.8	0.7	.	-3.8	25.5	6.3	-5.8	2.0
CCN(CC)Cc1c(O)ccc2c(C)c(CC(=O)OC)c(=O)oc12	-0.0306	-0.4	0.9	-0.06	-5.1	12.8	5.7	11.7	-7.0
O=S(=O)(/C=C/c1ccccc1)n1cnc2ccccc21	-0.757	2.1	0.8	-0.67	-1.8	17.5	-2.3	-5.3	4.0
CN(CC(=O)Nc1nc2ccccc2s1)S(=O)(=O)c1ccccc1	-0.146	7.0	0.6	-1.16	25.5	44.0	-29.4	-2.9	-5.0
O=C(Cn1cnc2ccccc2c1=O)N1CCN(c2ccccc2)CC1	0.845	.	.	0.05	-10.5	.	11.3	.	.
O=C(CCc1nc(-c2ccccc2)c(-c2ccccc2)o1)OCc1ccc(Br)cc1	-0.0557	13.3	0.2	0.28	2.1	80.8*	0.2	-4.9	-5.0
CC1=NC(Nc2nc(C)c3ccccc3n2)=NC(C)(C)C1	0.29	1.2	1	-0.16	-12.0	2.6	14.1	2.0	20.0
CCOc1nc(C)ccc1-c1noc(-c2ccccn2)n1	0.0661	-0.6	1.1	-0.41	-6.5	-11.4	4.1	-3.0	0.0
NC(=O)C1CCN(C(c2ccccc2)c2nnnn2C2CCCC2)CC1 (centres undefined)	-0.575	.	.	-0.43	-3.3	.	3.2	.	.
COc1ccccc1N(CC(=O)NCCSc1ccccc1)S(C)(=O)=O	0.136	.	.	-0.4	-12.3	.	8.2	.	.
COc1ccc(-n2c(C)cc(C(=O)Cn3nnc4ccccc4c3=O)c2C)cc1	0.23	23.1	0.2	-0.59	-11.4	83.3*	14.3	-3.5	-2.0
COc1ccc(-c2cc(N3CCCC3)n3ncnc3n2)cc1	-0.141	8.1	1.6	-0.81	-20.0	-55.2	17.5	.	24.0
COc1cc(C(=O)Sc2ccc(Cl)cc2)cc(OC)c1OC	0.0598	27.8	0.9	-0.43	1.9	5.7	0.8	4.6	2.0
CCC(C)(C(=O)NC1CCCC1)N(Cc1ccco1)C(=O)c1ccccn1 (centres undefined)	0.869	0.7	1	1.38	-1.2	-4.3	1.5	-1.6	-1.0
CC1CCC(NC(=O)Cn2ncc3ccccc32)CC1 (centres undefined)	-0.263	10.8	0.9	.	3.5	6.5	-5.3	1.0	0.0
CCC(NS(=O)(=O)c1ccc(C)cc1)C(=O)N1CCN(c2ccccn2)CC1 (centres undefined)	0.737	4.5	0.9	.	-3.8	6.4	3.3	5.1	1.0
O=C(Nc1cn(-c2ccccc2)nc1-c1cccs1)c1ccco1	-0.118	7.6	0.6	-0.92	-15.8	35.2	15.1	17.7	-1.0
CC(C(=O)N1CC2(C)CC1CC(C)(C)C2)N1C(=O)c2ccccc2C1=O (centres undefined)	-0.828	11.1	1	0.2	13.2	-0.7	-9.7	3.3	-10.0
O=S1(=O)C=CC(Sc2nc3ccccc3[nH]2)C1 (centres undefined)	0.634	3.7	0.9	0.73	12.4	13.3	-12.9	-10.7	6.0
CCOC(=O)C1CCCN(C(=O)c2ccccc2NC(C)=O)C1 (centres undefined)	0.548	16.1	1	0.71	2.9	-4.5	1.2	-9.6	6.0
CCCCCC(=O)Nc1nc(C)c(-c2csc(Nc3cc(Cl)ccc3OC)n2)s1	0.756	8.5	0.7	.	-3.5	33.6	7.3	-2.4	-9.0
CNC(=O)Nc1ccccc1C(=O)NCc1ccccc1	-0.00771	-4.1	0.9	0.42	6.1	14.5	-1.7	6.8	6.0
O=C(CSC1=NCCS1)N1CCN(c2ccccc2)CC1	0.487	.	.	1.31	6.2	.	-4.8	.	.
COC(=O)c1cn(CC(=O)NCc2cccs2)c2ccccc12	-0.161	-4.1	0.8	-0.4	-8.4	23.2	7.8	-2.5	-6.0
FC(F)(F)c1cc(C(F)(F)F)c2ccc(N3CCN(c4ccccc4)CC3)nc2n1	-0.195	18.8	1.1	0.43	2.8	-7.6	-0.4	-4.2	-5.0
c1ccc(Cn2c(CN3CCCC3)nc3ccccc32)cc1	0.465	-10.8	0.9	0.31	4.8	8.4	-8.4	-3.2	11.0
CO/N=C/NC(=O)c1c(OC)ccnc1Oc1ccccc1	-0.49	5.0	1.2	-0.22	-0.8	-16.3	3.1	-1.7	-4.0
O=c1cc(N2CCCCC2)c(-c2ccccc2)nn1Cc1cccc(Cl)c1	-0.726	31.0*	0.8	-1.5	-6.3	19.8	9.2	-4.2	-11.0
Cc1ccc(C2C(C#N)=C(N)Oc3cc4c(cc32)OCO4)cc1 (centres undefined)	-0.385	14.4	0.3	-0.52	10.3	74.1*	-14.4	-4.5	-4.0
COc1ccc(C2Nc3ccccc3C(=O)N2Cc2ccco2)cc1COc1ccc([N+](=O)[O-])cc1 (centres undefined)	0.101	8.0	0	-1.08	4.5	96.4*	-1.9	-0.9	-10.0
CN1C(=O)S/C(=C/c2cccnc2)C1=O	0.989	20.9	1	0.71	4.6	-0.6	-1.4	11.1	-2.0
COc1ccc(-n2c(Cc3cccn3C)nnc2SCC(=O)Nc2ccc(C)cc2)cc1	2.35*	7.5	0.5	.	.	52.6*	.	6.0	2.0
O=C1NC2(CCCC2)N=C1c1ccc(Cl)cc1	0.317	6.4	0.8	-0.51	10.8	19.7	-11.9	0.0	0.0
CCOC(=O)c1cnc(-n2nc(C)cc2C)nc1NCCO	0.944	1.2	1	0.66	-8.0	1.7	11.8	13.9	0.0
Cc1ccc(NC(=O)C(C)N2C(=O)c3ccccc3C2=O)cc1 (centres undefined)	-0.44	8.5	0.8	1.69	-11.6	24.5	9.8	-6.6	3.0
CCC(C)(NC(=O)c1cccc(N2C(=O)CSC2c2ccccc2)c1)C(=O)Nc1ccccc1C (centres undefined)	0.32	8.2	0.8	-0.03	3.8	25.0	0.4	-8.1	3.0
CC(C)[C@H](NC(=O)Nc1ccc(S(N)(=O)=O)cc1)C(=O)O	-0.322	5.9	1.1	-0.61	-6.3	-7.3	4.9	1.6	-7.0
COc1ccccc1NC(=O)C12CC3CC(C1)CC(c1ccc(C)cc1)(C3)C2	-0.128	2.5	1	0.4	6.7	-3.8	-6.7	-4.8	-15.0
CC1CN(CC(O)COc2ccccc2C(C)(C)C)CC(C)O1 (centres undefined)	-0.666	13.3	1	1.53	0.0	1.6	3.1	0.5	1.0
O=C(COC(=O)C1(c2ccc(F)cc2)CCCC1)N1CCN(C(=O)c2ccco2)CC1	-1.05	0.6	0.2	-0.06	-5.3	82.2*	1.4	15.2	6.0
O=c1cc(CSc2ccccc2)[nH]c(=S)[nH]1	0.00113	-4.8	1	0.79	6.1	4.4	-1.9	-0.2	8.0
COC(=O)c1[nH]c2ccc(C)cc2c1NC(=O)CN1CCN(C(=O)c2ccccc2)CC1	2.66*	5.4	0.7	-0.78	0.6	27.2	-1.4	2.8	-2.0
COc1ccc(S(=O)(=O)NC(C)C(=O)Nc2ccccc2C(F)(F)F)cc1 (centres undefined)	-1.69*	-1.5	1.3	0.51	-2.7	-25.0	1.7	-4.0	-6.0
CCc1ccc(/C=N/NC(=O)c2ccc(OC3CCCC3)cc2)s1	-0.248	17.9	1.4	-1.14	0.0	-41.1	-1.4	-9.6	-30.0
COc1ccccc1/C=C\C=N\n1c(C2CCCCC2)n[nH]c1=S	-0.805	25.2	1	-2.83	-22.1	4.2	24.9*	-1.3	-6.0
Cc1nc2sc(C(c3ccco3)N3CCN(c4ccccc4F)CC3)c(O)n2n1 (centres undefined)	0.00394	.	0.3	-0.41	11.9	68.9*	-8.8	.	.
Cc1cccc(OC(=O)c2ccc3nccnc3c2)c1	0.838	10.1	0.5	2	0.3	53.7*	2.5	5.6	6.0
Cc1ccc(S(=O)(=O)N2CCN(C(=O)CSc3nc4ccccc4o3)C2)cc1	0.0855	16.4	0.6	0.7	0.1	43.8	-0.9	0.2	-5.0
COc1cc(C)c(CN2CCCCC2CO)cc1C (centres undefined)	-0.0617	2.6	1	0.12	3.4	-0.5	-4.1	-5.8	4.0
COc1ccc(C(CC(=O)NCc2ccco2)c2ccc(F)cc2)cc1 (centres undefined)	1	23.0	0.6	-1.39	-3.3	44.9	0.8	1.7	-14.0
CCOC(=O)COc1ccc2nsnc2c1	0.376	-9.1	0.9	1.26	-2.7	7.5	0.1	1.0	4.0
Cc1ccc(C)c(-n2c(CNc3ccc(F)cc3)nnc2SCC(N)=O)c1	1.11	4.5	0.8	0.33	7.4	21.5	-9.9	0.2	-5.0

# This is a random part of the collection, and some 24% of all compounds hit somewhere here.
